Compound activity (PubChem)
PAX8 inh HTS – inhibitors of PAX8-driven TPO luciferase reporter, primary screen, RMG-I cells, single concentration. SteadyGlo, 24 h. inhibition, % at 12.6 µM. actives 1.2% (n = 360,000);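 active = mean replicate inhibition at least 60% with every replicate also reaching 60%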;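 also: luciferase light reporting Pax8 driven TPO promoter activity; plate controls were median of neutral control wells for no effect and mitoxantrone controls for full effect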
ARNT-TACC3 inh – disruptors of ARNT/TACC3 protein interaction, primary screen, biochemical, AlphaScreen, single concentration; Transforming acidic coiled-coil-containing protein 3 (Homo sapiens), Q9Y6A5; AlphaScreen His-ARNT PAS-B/GST-TACC3 binding, luminescence; TACC3 fragment carries E629A point mutation; inhibition, % at 9.99 µM; actives 0.66% (n = 390,000); AID 623870, 2012;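 active = mean inhibition of replicates at least 50% and at least half of replicates each reaching 50%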;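 also: 0% = complete ARNT plus TACC3 wells and 100% = ARNT alone without TACC3; many hits fall short of the cut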
Cneo AK release – Cryptococcus neoformans cell lysis inducers, primary screen, AK release luminescence, single concentration. lysis activity, % at 15 µM. actives 0.2% (n = 360,000). C. neoformans lysis, adenylate kinase release luminescence, 4 h; normalised: neutral wells 0, clomiphene wells 100. AID 651654, 2012;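 active = mean lysis activity across replicates of at least 80%, whatever share of replicates individually reach that level; inactive = mean lysis activity below 80%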
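Material: C. neoformans cells; Schedule: 4 h static compound exposure, 37 °C, read 1 h post-reagent; Measured by: adenylate kinase release luminescence; Read-out: signal increase indicating cell lysis; Controls: Clomiphene as positive lysis control.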
GSIS activator – GLuc luminescence reporter in INS-1E cells, primary screen for activators of glucose-dependent secretion of insulin. INS-1E GLuc reporter insulin secretion, 2-3 h. activation, % at 16.6 µM. actives 0.61% (n = 370,000);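 active = lowest replicate activation of at least 40%, so every replicate reaches that level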;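 also: 0% = median of neutral control wells and 100% = median of IBMX positive control wells; some compounds called inactive have numbers as strong as hits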
LGR2 antag – inhibitors of bursicon-induced LGR2 CRE-luciferase signal, primary screen, cell-based, HEK293, CRE-luciferase reporter, bursicon stimulation; Drosophila bursicon receptor LGR2 (rickets); bursicon-stimulated, 4 h; inhibition, % at 9.99 µM; actives 0.35% (n = 380,000); AID 720647, 2013;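 active = drop in luminescence signal, shown as inhibition above about 50% in the replicate tests, limit read from the data, passing the limit was not always enough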;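 also: agonist challenge used bursicon conditioned medium at about half maximal strength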
PGC1a acetyl inh – inhibitors of PGC1a acetylation signal, primary screen, cell-based, U2OS, AlphaScreen, inhibitor mode; AlphaScreen anti-acetyl-lysine; with virally co-expressed GCN5 acetyltransferase; inhibition, % at 15.6 µM; actives 0.17% (n = 350,000); AID 651687, 2012;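 active = every replicate shows inhibition of at least 40%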;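 also: 0% = neutral control wells and 100% = positive control wells; some results beyond the cut were filed as inactive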
Statin myotox sup – suppressors of statin myotoxicity in C2C12 myotubes, primary screen, cell-based, single point, plate reader; C2C12 myotubes + simvastatin, ATP luminescence, 48 h; scaled: DMSO 0, geranylgeraniol control 100; rescue of ATP level, % at 7.49 µM; actives 0.78% (n = 330,000);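 active = mean ATP rescue above about 67%, or every replicate alone reaching that limit, limit read from the data, passing the limit was not always enough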;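 also: myotubes were challenged with 10 µM simvastatin during compound exposure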
PglD inh – C. jejuni PglD acetyltransferase inhibitors, primary screen, biochemical, DTNB colorimetric, single point | purified PglD enzyme, DTNB colorimetric CoA detection | inhibition, % at 12.5 µM | actives 0.098% (n = 360,000) | AID 602405, 2012; in the data active = inhibition above about 16%, passing the limit was not always enough; also: strong numbers were not always called active
An asterisk follows results filed as active; / = no result given; & = joins results of further samples.

SMILES	PAX8 inh HTS	ARNT-TACC3 inh	Cneo AK release	GSIS activator	LGR2 antag	PGC1a acetyl inh	Statin myotox sup	PglD inh
Cc1ccc(Cl)c2sc(N3CCN(C(=O)c4ccco4)CC3)nc12	-26	-2	2	-1	17	/	-5	1
CC(C)N(Cc1nccn1C)C(=O)CC1C(=O)NCCN1Cc1ccccc1C(F)(F)F (stereo unspecified)	13	5&-3	0&-8	-7	19	-4	0	-1&-1
COc1ccc(C(=O)Nc2ccccc2C(=O)Nc2ccccc2)cc1	-55	/	-2	5	-50	-8	-9	-1
O=S(=O)(c1ccc2[nH]ccc2c1)N1CCCCCC1	8	15	9	-9	-3	68*	13	2
COc1ccc(C(C)NC(=S)NC2CCCCC2)cc1OC (stereo unspecified)	10	3	-1	32	10	/	/	8
Cc1nc2ccccn2c(=O)c1NC(=O)c1cccc2ccccc12	0	-2	/	47	13	-10	-5	0
COc1cc(Cl)c(C)cc1NC(=O)COC(=O)C(NS(=O)(=O)c1ccc(Cl)cc1)C(C)O (stereo unspecified)	8	-1	1	-34	16	1	4	1
Cc1noc(C)c1NC(=O)Nc1ccc2c(c1)C(=O)N([C@H](C)CO)C[C@H](C)[C@H](CN(C)C(=O)Nc1c(C)noc1C)OCCCC[C@H](C)O2	-28	4	1	-4	-2	-4	/	-1
CCOc1ccc(NC(=O)CN(C)C(=O)Cc2c[nH]c3ccccc23)cc1OCC	20	7	/	12	-11	/	2	/
Cc1sc2ncnc(NCC3CCCO3)c2c1C (stereo unspecified)	/	0	-3	-4	3	/	-6	7
Cc1cccc(N2C(=O)CC(Sc3nc(-c4ccccc4)c4cc(Cl)ccc4n3)C2=O)c1 (stereo unspecified)	/	8	-1	/	/	9	7	-3
CC(C)c1ccc(OCC(=O)NC2=NCCS2)cc1	-2	0	-3	/	/	5	5	5
N#Cc1c(C(F)(F)F)cc(-c2ccc(Cl)cc2)nc1SCC(=O)O	31	-3	2	-5	2	5	6	1
Nc1nc(=O)n(C2CC(O)C(CO)O2)cc1F (stereo unspecified)	-5	-5	/	/	9	-1	/	/
Cc1cc2cc(CN(C(=O)C3CC3)C3CCCC3)c3nnnn3c2cc1C	-7	-4	-1	/	/	-30	6	/
COc1ccc(NC(=O)N(C)C[C@H]2Oc3ccc(NS(=O)(=O)c4ccccc4)cc3CC(=O)N([C@@H](C)CO)C[C@H]2C)cc1	/	/	/	4	-3	8	1	/
O=C(NCCNC(=O)c1cccc(O)c1)c1cccc(O)c1	5	2	0	0	-8	1	2	-4
COc1ccccc1NNC(=O)C(O)(c1ccccc1OC)c1ccccc1OC	12	26	/	0	/	-4	-2	/
C[C@H]1CN([C@@H](C)CO)C(=O)c2cccc(NS(=O)(=O)c3ccc(Cl)cc3)c2O[C@H]1CN(C)C(=O)Nc1ccc(C(F)(F)F)cc1	/	0	-4	-5	-24	-10	-69	5
COc1cccc(S(=O)(=O)Nc2ccc3c(c2)[C@H]2C[C@@H](CC(=O)N[C@@H](C)c4ccccc4)O[C@@H](CO)[C@H]2O3)c1	11	-1	-3	4	-18	-2	-8	-5
Cc1cc(C)c(C)c(OCC(=O)NCC2CCCO2)c1 (stereo unspecified)	/	/	0	/	/	-7	-1	-3
COC(=O)c1c(NC(=O)CN2C(=O)C(=O)N(C(C)C)C2=O)sc(C)c1C	13	2	-1	-4	-9	5	11	1
Cc1ccc(-n2c(=O)c3ccccc3n(CC(=O)NCc3ccco3)c2=O)cc1	-8	-1	-2	10	6	2	12	3
CCCNC(=O)N[C@H]1CC[C@@H](CC(=O)NCCc2ccccc2)O[C@H]1CO	-2	12	0	1	1	-4	18	3
O=C(C[C@H]1C[C@H]2c3cc(NC(=O)Nc4ccccc4F)ccc3O[C@H]2[C@H](CO)O1)NC1CCCCC1	-12	-6	15	7	-5	-1	5	3

3 compounds out of the list above, arranged by their value in LGR2 antag, low to high.
Molecule	ARNT-TACC3 inh	GSIS activator	LGR2 antag	PGC1a acetyl inh	PglD inh
C[C@H]1CN([C@@H](C)CO)C(=O)c2cccc(NS(=O)(=O)c3ccc(Cl)cc3)c2O[C@H]1CN(C)C(=O)Nc1ccc(C(F)(F)F)cc1	0	-5	-24	-10	5
N#Cc1c(C(F)(F)F)cc(-c2ccc(Cl)cc2)nc1SCC(=O)O	-3	-5	2	5	1
CC(C)N(Cc1nccn1C)C(=O)CC1C(=O)NCCN1Cc1ccccc1C(F)(F)F (stereo unspecified)	5&-3	-7	19	-4	-1&-1

The list continues:
SMILES	PAX8 inh HTS	ARNT-TACC3 inh	Cneo AK release	GSIS activator	LGR2 antag	PGC1a acetyl inh	Statin myotox sup	PglD inh
O=C(O)COCC(=O)NCc1csc2ccccc12	-5	16	/	9	-17	/	/	/
CCN(CC)S(=O)(=O)c1cc(NC(=O)C(=O)c2c(-c3ccccc3)cc3ccccn23)ccc1C	/	-2	0	/	/	-26	-17	2
Cc1ccsc1C(=O)N1CCC1(C)C(=O)NCC(C)(C)C (stereo unspecified)	-1	/	-2	-5	-7	-12	-3	7
Cc1ccc(C(=O)N2C3C=CC(C3)C2(C(F)(F)F)C(F)(F)F)cc1 (stereo unspecified)	/	0	1	/	/	/	-7	3
C[C@H]1CN([C@@H](C)CO)C(=O)c2cccc(NC(=O)Nc3ccc(C(F)(F)F)cc3)c2O[C@@H]1CN(C)C(=O)Nc1ccc(C(F)(F)F)cc1	33	-3	-2	-17	3	6	-58	0
CCOc1ccc(/C=N/NC(=S)Nc2c(C)cccc2C)cc1	19	3	11	/	/	3	7	0
Cc1cc(S(=O)(=O)N2CCCC2)ccc1OCC(=O)N1CCC(C(N)=O)CC1	-2	0	-2	21	10	-20	-4	3
O=C(NCc1ccccc1CN1CCCC1)c1cccc(N2CCCC2=O)c1	-18	6	3	11	26	4	4	1
CCCCCn1c(CCNC(=O)CCC)nc2ccccc21	-9	-6	0	-6	4	/	17	-3
C[C@@H]1CN([C@H](C)CO)C(=O)c2cc(/C=C/c3ccccc3)cnc2O[C@H]1CN(C)C(=O)c1ccncc1	/	-9	-1	-9	-4	-15	/	1
CCn1c(COc2ccc(=O)n(-c3ccccc3)n2)n[nH]c1=S	5	-1	/	7	-3	/	/	/
Fc1ccccc1CSc1nc2ccccc2[nH]1	/	-6	-4	-1	-51	5	8	1
CN1CCN(CCCNc2nc3ccccc3c3nc(-c4ccccc4)nn23)CC1	-34	23	/	-5	3	-27	0	/
COc1cccc(NC(=O)C[C@H]2CC[C@@H]3[C@@H](COc4ccc(NC(=O)C5CCC5)cc4C(=O)N3C)O2)c1	-3	/	/	-4	5	2	/	/
C[C@@H]1CN([C@@H](C)CO)C(=O)c2cccc(NC(=O)c3cnccn3)c2O[C@@H]1CN(C)CC1CC1	/	-6	4	20	-13	-1	1	7
Cc1cc(OCC(=O)Nc2c(C(C)C)cccc2C(C)C)no1	-16	/	-2	-27	-6	-7	4	-2
CO[C@@H]1CN(C)C(=O)c2ccc(NC(=O)C3CCCCC3)cc2OC[C@H](C)N(Cc2nccs2)C[C@H]1C	1	-3	-4	-21	-4	/	-12	-1
Cc1ccc(OCC(=O)NCc2n[nH]c(=O)c3ccccc23)cc1	0	-2	-4	12	-9	/	-5	-5
C[C@@H]1CN([C@H](C)CO)C(=O)c2cc(NS(=O)(=O)c3ccc(F)cc3)ccc2O[C@H]1CN(C)S(=O)(=O)c1cccs1	10	3	-2	-18	19	-5	19	-1
CC(=O)N1[C@@H]2c3cccc(=O)n3C[C@H]1[C@H](CO)[C@H]2C(=O)NCc1ccc(F)cc1	-6	-12	0	11	-3	-3	-3	-1
CC(=O)c1ccc(COC(=O)Cc2ccc([N+](=O)[O-])cc2)cc1	11	-2	0	-14	-1	-7	-5	8
O=C(C[C@@H]1CC[C@H]2[C@@H](COC[C@@H](O)CN2CCc2ccccc2)O1)NCCCN1CCOCC1	-8	4	-2	9	-5	0	3	3
Cc1ccc(S(=O)(=O)Nc2ccc3c(c2)C(=O)N([C@H](C)CO)C[C@H](C)[C@H](CN(C)C(=O)CCCN(C)C)OCCCC[C@@H](C)O3)cc1	-32	1	47	17	-7	-4	/	-7
COc1cccc(N2CCN(CC(=O)NCc3ccccc3)CC2)c1	-11	-5	2	-12	17	-1	-12	-4
COC(=O)c1ccc(Cn2c(CN3CCOCC3)nc3ccccc3c2=O)o1	/	-3	0	10	/	6	/	2
SMILES	PAX8 inh HTS	ARNT-TACC3 inh	Cneo AK release	GSIS activator	LGR2 antag	PGC1a acetyl inh	Statin myotox sup	PglD inh
CCOCc1nnc(NC(=O)CCS(=O)(=O)Cc2ccccc2)s1	50	3	0	-5	10	-2	6	2
NC(=NCCc1ccccc1)NS(=O)(=O)c1ccccc1F	12	1	1	1	-16	4	2	4
CS(=O)(=O)N1CC(C(=O)NN)Oc2ccc(Cl)cc21 (stereo unspecified)	3	2	3	/	/	3	6	-1
CC1CCN(S(=O)(=O)c2ccc3c(c2)CCN3C(=O)CCC(=O)O)CC1	/	1	3	16	5	4	-21	-5
COc1cnn(-c2cccc(C(F)(F)F)c2)c(=O)c1Cl	-2	/	-1	9	-4	8	/	5
O=C(c1ccco1)N1CCN(Cc2ccccc2F)CC1	-20	-5	1	8	-6	-8	-2	-6
COCc1nnc(NC(=O)c2ccc(NC(C)=O)cc2)s1	-24	-1	0	/	/	7	23	1
COCCc1ncc(CN2CCCC(C(=O)Nc3cccc(-c4cccc(C)c4)c3)C2)cn1 (stereo unspecified)	23	6	3	-20	0	19	14	2
COc1ccc(C(=O)c2nc3c(n2O)CCCC3)cc1OC	/	0	-2	16	-12	6	122*	-1
CCC(C)NCCOc1ccc(Br)cc1 (stereo unspecified)	-4	-2	/	15	/	7	/	/
NC(=O)c1ccc[n+](Cc2ccc(-c3ccccc3)cc2)c1	8	8	-1	-3	0	2	0	3
c1ccc(-c2noc(CSc3nnc(Cc4cccs4)n3-c3ccccc3)n2)cc1	15	7	-3	/	/	-2	8	0
O=C(Nc1cccnc1)C1OCCc2ccccc21 (stereo unspecified)	/	-1	5	/	/	-8	14	3
C=CCSc1nc2c(sc3nc(C)cc(C)c32)c(=O)[nH]1	-20	-2	0	/	/	3	0	-5
Cc1ccc2nc(-c3ccc(NS(=O)(=O)c4ccc(F)cc4)cc3)sc2c1	-201	-5	-5	-3	-75	-2	/	-2
Cc1noc(C)c1S(=O)(=O)N(C)C[C@H]1OCCCC[C@H](C)Oc2ccc(NS(=O)(=O)c3cn(C)cn3)cc2C(=O)N([C@H](C)CO)C[C@@H]1C	-23	-2	-1	0	5	-4	/	1
COc1ccc(C2NCCc3cc(OC)c(OC)cc32)cc1OC (stereo unspecified)	/	2	-11	/	/	-1	1	-1
CCOc1ccc(OCC(=O)NCCS(=O)(=O)N2CCN(c3ccccc3)CC2)cc1	-13	/	1	/	/	/	4	12
COc1ccc(OC)c(S(=O)(=O)N2CCCC(C)C2)c1 (stereo unspecified)	13	-7	-1	/	/	-1	15	2
CO[C@@H]1CN(C)C(=O)c2cc(NS(C)(=O)=O)ccc2OC[C@H](C)N(Cc2nccs2)C[C@H]1C	-6	-3	-2	12	13	-7	5	1

An excerpt from above with just Cneo AK release, Statin myotox sup and ARNT-TACC3 inh:
SMILES	Cneo AK release	Statin myotox sup	ARNT-TACC3 inh
Cc1cc2cc(CN(C(=O)C3CC3)C3CCCC3)c3nnnn3c2cc1C	-1	6	-4
CC(C)N(Cc1nccn1C)C(=O)CC1C(=O)NCCN1Cc1ccccc1C(F)(F)F (stereo unspecified)	0&-8	0	5&-3
O=S(=O)(c1ccc2[nH]ccc2c1)N1CCCCCC1	9	13	15
